TWEAK-Fn14 inh: blocks TWEAK-Fn14 interaction in a reporter cell assay; TWEAK-stimulated Fn14 reporter cells, luciferase luminescence, 8 h; 2% of 360,000 active; inhibition, % at 10 µM; in the data active means inhibition above about 50%
KKLEB cytotox: reduces viability of KKLEB cystic fibrosis airway cells; 0.36% of 360,000 active; KKLEB CF airway cells viability, ATPlite luminescence, overnight; stronger effect = lower value; cells stimulated with P. aeruginosa culture filtrate; activity change (cytotoxicity), % at 5 µM;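 active means corrected activity change at or below -50% at 5 µM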
MITF TRPM1 inh: inhibitors of MITF-driven TRPM1 promoter in melanoma cells; SK-MEL-5 TRPM1 promoter luciferase, 24 h; inhibition, % at 12.5 µM; 0.83% of 330,000 active;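 active means mean inhibition across replicates of 60% or more, whatever share of single replicates reaches that level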; further: values of inactives mirror those of a sister screen read the other way
HIF-2a block: inhibitors of HIF-2a | AID 624352 | 786-0 RCC cells HIF-2a reporter, luciferase luminescence, overnight | inhibition, % at 18.8 µM | 0.72% of 360,000 active;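 active means inhibition of the luminescence signal of 40% or more relative to plate controls, in a single-dose primary screen at 18.75 µM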
Peg3 prom inh: reduces Peg3 promoter-driven luciferase expression in HeLa; HeLa PEG-Prom luciferase reporter, luminescence, overnight; inhibition, % at 20 µM; 1.7% of 360,000 active;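 active means inhibition of at least 50% at 20 µM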
aDG glyco act: increases alpha dystroglycan glycosylation; Pro5-aDG cells, alpha-DG glycosylation AlphaScreen (IIH6); 0% Pro5, 100% B10-LARGE cell signal; activation, % at 10 µM; 0.22% of 360,000 active; AID 624168;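 active means activation of at least 8% versus controls, or a plate z-score of at least 8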;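 further: Pro5 are CHO cells carrying HIG-tagged alpha-DG that lacks glycosylation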
NR2E3 ag-1: human photoreceptor-specific nuclear receptor agonism; inhibition of corepressor binding, % at 3.98 µM; CHO-S Gal4-NCOR/VP16-NR2E3 two-hybrid, luciferase; Q9Y5X4; AID 602229; 0.35% of 360,000 active;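 active means inhibition above the mean of all tested compounds plus 3 SD, cut at about 70% in these data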;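 further: 0% = DMSO with NR2E3 transfected cells and 100% = cells lacking NR2E3 construct; higher means lower luciferase signal from less NR2E3 corepressor binding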
Target sequence (Q9Y5X4 whole entry, looked up, the tested form may be a part): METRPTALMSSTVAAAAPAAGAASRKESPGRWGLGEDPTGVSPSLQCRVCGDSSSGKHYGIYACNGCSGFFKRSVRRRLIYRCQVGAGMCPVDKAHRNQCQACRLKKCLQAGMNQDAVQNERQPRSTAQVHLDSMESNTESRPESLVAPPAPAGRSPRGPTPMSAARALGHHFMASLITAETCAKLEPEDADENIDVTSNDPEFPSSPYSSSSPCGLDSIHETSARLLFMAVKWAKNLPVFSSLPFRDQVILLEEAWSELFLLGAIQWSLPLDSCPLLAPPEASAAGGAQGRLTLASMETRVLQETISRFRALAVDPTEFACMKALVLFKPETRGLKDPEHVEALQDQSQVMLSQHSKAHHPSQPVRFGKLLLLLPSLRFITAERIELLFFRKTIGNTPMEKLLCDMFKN
hiPSC survival: enhancers of human iPSC single-cell survival | hiPSC single-cell survival, ATPlite luminescence; 100% = ROCK inhibitor wells, 0% = DMSO | 0.044% of 360,000 active | survival enhancement, % at 20 µM; in the data active means survival enhancement above about 18%;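 further: cells exposed to compounds for 16 hours before the ATP read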
CF NFkB block: inhibitors of cystic fibrosis induced NF-kB; KKLEB NF-kB-GFP reporter, PAF-induced, GFP fluorescence overnight; inhibition, % at 5 µM; 0.86% of 360,000 active; AID 588850;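 active means at least 50% inhibition at 5 µM, scaled per plate between neutral and stimulator controls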;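 further: PAF is a Pseudomonas aeruginosa culture filtrate used as stimulus; plate controls were PAF-stimulated DMSO wells for no effect and unstimulated DMSO wells for full effect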
Shn3 inh set2: Schnurri-3 reporter inhibition in Clone20 osteoblasts; Clone20 osteoblast Shn3 3'UTR firefly luciferase, 24 h; inhibition, % at 12.5 µM; 0.52% of 360,000 active; AID 588674;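 active means mean inhibition of at least 75% with every replicate also reaching 75%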;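 further: 0% = median of neutral control wells and 100% = pilot-screen positive control compound; some compounds past the cut are filed as inactive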
NR2E3 ag-2: agonists of human nuclear receptor NR2E3; Q9Y5X4; GST-NR2E3/biotin-RetCOR TR-FRET, 1536-well; inhibition of corepressor binding, % at 4.78 µM; 0.12% of 320,000 active; AID 2300;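 active means percent inhibition above the cutoff of mean plus 3 SD of all tested compounds, set per screening campaign, cut at about 20% in these data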;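 further: 0% = DMSO wells and 100% = biotin wells as full block of FRET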
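Material: NR2E3–RetCOR corepressor complex / Amount: 1.35 nM GST-NR2E3 / Medium: Tris pH 7.5 / Compound: single nominal compound dose of 4.8 µM / Incubation: 5 h at 4 °C / Technique: TR-FRET, Eu(K)-anti-GST donor, streptavidin-D2 acceptor, ex 340, em 617/671 nm / Read-out basis: percent loss of FRET ratio relative to control wells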
The depositor's hits bear a star; · = no result given.

[1] O=C(NCCc1c[nH]c2ccccc12)C(=O)NCC(c1cccnc1)N1CCN(c2ccccc2)CC1 (stereo not drawn)
[2] Cc1ccc(Sc2c(O)c3ccccc3n(C)c2=O)cc1
[3] O=C(NCCCN1CCOCC1)C1(c2ccccc2)CCOCC1
[4] CCC(Oc1ccccc1)C(=O)N1CCN(C(=O)C(CC)Oc2ccccc2)CC1 (stereo not drawn)
[5] Nc1cccc2[nH]c(C(F)(F)F)nc12
[6] Cc1nn(Cc2ccc(F)cc2)c(C)c1NC(=O)c1cccnc1Cl
[7] CCCCn1c(CCC)nc([N+](=O)[O-])c1Sc1ccc(Cl)cn1
[8] Cc1ccc(C(=O)Nc2ccnc(-c3cccnc3)n2)cc1
[9] NS(=O)(=O)c1ccc(NCc2cc(Cl)ccc2OCc2ccccc2F)cc1
[10] COc1ccc(NC(=O)COC(=O)C2COc3ccccc3O2)cc1OC (stereo not drawn)

entry no.	1	2	3	4	5	6	7	8	9	10
KKLEB cytotox	2	5	-11	-3	0	-3	-13	20	3	7
NR2E3 ag-1	-2	0	2	-9	4	18	-34	9	-20	-24
hiPSC survival	0.8	-5.0	1.3	-1.3	0.4	0.1	-1.0	4.9	0.5	0.4
Peg3 prom inh	2	27	-2	7	21	-59	20	-114	-6	-3
aDG glyco act	3.1	0.7	0.0	0.5	0.9	-0.1	0.6	-0.2	0.9	0.5
Shn3 inh set2	73	-4	-1	-7	21	-5	14	-8	12	-6
TWEAK-Fn14 inh	35	-1	1	7	-11	9	40	-44	40	-6
NR2E3 ag-2	1	·	2	4	-4	1	-1	1	0	·
HIF-2a block	15	11	17	-6	-4	14	30	-205	-36	15
CF NFkB block	-3	-3	16	16	20	-5	14	-32	-5	-7
MITF TRPM1 inh	39	-9	6	7	11	6	25	-34	2	·

Next section; it opens with the 4 that closed the last part.
[7] CCCCn1c(CCC)nc([N+](=O)[O-])c1Sc1ccc(Cl)cn1
[8] Cc1ccc(C(=O)Nc2ccnc(-c3cccnc3)n2)cc1
[9] NS(=O)(=O)c1ccc(NCc2cc(Cl)ccc2OCc2ccccc2F)cc1
[10] COc1ccc(NC(=O)COC(=O)C2COc3ccccc3O2)cc1OC (stereo not drawn)
[11] CC(C)C(NS(=O)(=O)c1c(Cl)cccc1Cl)C(=O)OCC(=O)c1c[nH]c2ccccc12 (stereo not drawn)
[12] N#Cc1cc(C(=O)c2cc(F)ccc2O)cn(-c2nccs2)c1=O
[13] CCOC(=O)N1CCN(C(=O)CSc2ccc(Cl)cc2)CC1
[14] COC(=O)[C@]1(C)N[C@H](c2ccc(-c3ccc(F)cc3)cc2)[C@@H]2C(=O)N(C)C(=O)[C@@H]21
[15] COc1ccc(C2C(C(C)=O)=C(O)C(=O)N2c2nc3ccccc3s2)cc1OC (stereo not drawn)
[16] Nn1cc(-c2ccccc2)nc1SCC(=O)NCC(F)(F)F
[17] C(=NN1CCCCCC1)c1ccc2c(c1)OCO2
[18] CC12Cc3ccc4ccccc4c3C=C1C[N+](C)(C)C2 (stereo not drawn)
[19] O=C(Nc1nc2ccc(Cl)cc2s1)[C@@H]1CCCN1C(=O)c1cccs1
[20] CC1CCCN(C(=O)CSc2nnc(-c3ccncc3)n2C)C1 (stereo not drawn)

entry no.	7	8	9	10	11	12	13	14	15	16	17	18	19	20
KKLEB cytotox	-13	20	3	7	8	-7	5	7	1	-3	15	2	-21	5
NR2E3 ag-1	-34	9	-20	-24	-18	-6	0	1	-7	-19	-43	-5	28	4
hiPSC survival	-1.0	4.9	0.5	0.4	1.8	2.9	-0.9	-2.6	1.5	0.6	-1.4	0.2	0.9	-1.8
Peg3 prom inh	20	-114	-6	-3	26	18	-53	4	-33	2	-322	13	-108	15
aDG glyco act	0.6	-0.2	0.9	0.5	0.1	-0.2	0.0	0.1	0.0	-0.3	-0.1	-0.2	0.0	0.1
Shn3 inh set2	14	-8	12	-6	22	-7	-28	-11	-23	24	-65	-14	-16	0
TWEAK-Fn14 inh	40	-44	40	-6	31	19	8	-3	-13	-8	-5	2	24	-9
NR2E3 ag-2	-1	1	0	·	2	3	3	2	-5	-1	·	-3	1	-1
HIF-2a block	30	-205	-36	15	17	7	-78	5	-48	3	-238	8	-130	8
CF NFkB block	14	-32	-5	-7	-10	10	-11	-10	-10	16	10	1	53*	7
MITF TRPM1 inh	25	-34	2	·	14	2	7	-8	8	-1	-16	3	-22	-6

[21] Cc1ccc([C@@H]2CC(=O)[C@@H]3CN(S(=O)(=O)c4ccc(C)cc4)[C@H](c4ccc(Cl)cc4)C[C@@H]3N2S(=O)(=O)c2ccc(Cl)cc2)cc1
[22] O=C1C(=Cc2ccccc2Cl)CCc2ccccc21
[23] Cn1c(SCC(=O)NC2CCCCC2)nnc1-c1ccc(N)cc1
[24] O=C(O)c1ccc(N/N=C/c2ccc(-c3ccccc3Cl)o2)cc1
[25] NC(=O)C1(Nc2ccc(-c3ccc(Br)cc3)cc2)CCCC1
[26] CCCN(CCC)S(=O)(=O)c1cccc(C(=O)N=c2sccn2C)c1
[27] Cc1cc(NC(=O)CCCC(=O)Nc2ccc(F)cc2)no1
[28] O=C(CCC1CCCN(C(=O)C2=CCCCC2)C1)N1CCN(c2ccccn2)CC1 (stereo not drawn)
[29] Cc1ccc(C)c(N2CCN(S(=O)(=O)c3c(C)[nH]c(C)c3C(=O)N3CCCC3)CC2)c1
[30] COCCn1nnnc1C(c1ccc(OC)c(OC)c1)N1CCN(C(=O)c2ccco2)CC1 (stereo not drawn)

entry no.	21	22	23	24	25	26	27	28	29	30
KKLEB cytotox	14	-24	-2	8	-2	8	-1	8	-2	12
NR2E3 ag-1	-14	-40	2	-171	-52	6	6	15	-19	9
hiPSC survival	2.2	-1.4	2.4	0.0	-2.2	-0.5	2.1	0.9	1.4	-0.5
Peg3 prom inh	1	-272	4	-81	-96	27	4	3	-1	4
aDG glyco act	-0.1	-0.1	0.6	0.0	0.2	0.0	0.0	0.1	0.1	-0.1
Shn3 inh set2	23	-31	16	-1	-38	8	-5	11	16	10
TWEAK-Fn14 inh	-17	58*	-5	51*	-34	0	-7	3	16	15
NR2E3 ag-2	·	·	-2	-2	·	3	1	5	-1	2
HIF-2a block	3	-231	21	-130	-266	10	12	21	5	9
CF NFkB block	22	-2	4	33	5	-28	-4	11	-3	-6
MITF TRPM1 inh	·	·	9	-27	-73	7	5	-5	1	-1

3 structures from above, ordered by SMILES length, low to high:
[22] O=C1C(=Cc2ccccc2Cl)CCc2ccccc21
[13] CCOC(=O)N1CCN(C(=O)CSc2ccc(Cl)cc2)CC1
[29] Cc1ccc(C)c(N2CCN(S(=O)(=O)c3c(C)[nH]c(C)c3C(=O)N3CCCC3)CC2)c1

entry no.	22	13	29
KKLEB cytotox	-24	5	-2
NR2E3 ag-1	-40	0	-19
hiPSC survival	-1.4	-0.9	1.4
Peg3 prom inh	-272	-53	-1
aDG glyco act	-0.1	0.0	0.1
Shn3 inh set2	-31	-28	16
TWEAK-Fn14 inh	58*	8	16
NR2E3 ag-2	·	3	-1
HIF-2a block	-231	-78	5
CF NFkB block	-2	-11	-3
MITF TRPM1 inh	·	7	1

The listing continues.
[31] COC(=O)c1c(NC(=O)c2ccco2)sc(C(=O)Nc2ccc(F)cc2)c1C
[32] O=c1cc(-c2ccccc2)oc2cc(O)ccc12
[33] CN(C)c1ccc(/C=N/NC(=O)c2ccnn2C)cc1
[34] O=C(Nc1ccc2nc3n(c(=O)c2c1)CCCC3)c1ccccc1F
[35] COc1ccc(C(=O)Nc2nnc(SCC(=O)Nc3ccc(NC(C)=O)cc3)s2)c(OC)c1
[36] CC(CC(=O)Nc1ccc(F)c([N+](=O)[O-])c1)c1ccccc1 (stereo not drawn)
[37] O=S(=O)(Cc1ccc(Cl)cc1)N1CCN(c2ncccn2)CC1
[38] O=C(CSc1nnc2ccc(-c3ccc(F)cc3)nn12)N1CCCC1
[39] CS(=O)(=O)c1ccc(Cl)c(NC(=O)CCNC(=O)c2ccco2)c1
[40] CS(=O)(=O)N1CCC(C(=O)Nc2ccc(Cl)c(Cl)c2)CC1

entry no.	31	32	33	34	35	36	37	38	39	40
KKLEB cytotox	-19	17	-8	3	-23	5	1	6	-3	-2
NR2E3 ag-1	-23	-92	3	-62	-18	-1	13	-17	14	0
hiPSC survival	-2.6	-3.2	-0.2	-0.5	-0.3	0.0	-0.3	0.3	-0.4	-0.4
Peg3 prom inh	-161	-284	-170	-120	-262	7	20	7	10	-1
aDG glyco act	-0.1	0.0	-0.3	0.0	0.1	0.5	0.4	0.1	-0.3	-0.2
Shn3 inh set2	-3	-77	-49	-41	-115	-7	10	-6	13	6
TWEAK-Fn14 inh	-72	3	5	-29	11	24	-13	-18	16	1
NR2E3 ag-2	-3	·	-2	-2	-10	2	2	-1	0	3
HIF-2a block	-198	-249	-186	-154	-205	26	3	8	6	13
CF NFkB block	-13	-1	15	-5	16	-17	25	-4	-1	6
MITF TRPM1 inh	-106	-79	-48	-38	-57	-1	-9	5	-2	0

[41] Cc1cc(=O)n2c3c(cccc13)CCC2
[42] Nn1c(SCC(=O)N2CCOCC2)nnc1-c1ccco1
[43] CCCC(=O)Nc1ccc(-c2nc3cc(C)c(C)cc3o2)c(O)c1
[44] O=C(COc1ccc(C(=S)N2CCOCC2)cc1)Nc1ccccc1C(F)(F)F
[45] COCCCNC(=O)c1ccc([N+](=O)[O-])cc1
[46] COc1ccc(CNC(=O)CCNC(=O)c2ccco2)cc1OC
[47] O=C1NC(c2ccccn2)Nc2sc3c(c21)CCC3 (stereo not drawn)
[48] O=C(Cn1nc(-c2cccc([N+](=O)[O-])c2)c2ccccc2c1=O)NCC1CCCO1 (stereo not drawn)
[49] CCc1nnc(NC(=O)c2cccc(NC(=O)C(C)C)c2)s1
[50] CCOc1ccccc1CNS(=O)(=O)c1ccc2c(c1)oc(=O)n2C
[51] Cn1cc(CNC(=O)c2ccc(OC3CCN(Cc4ccccn4)CC3)cc2)cn1
[52] CC(=O)NCCNC(=O)C1(C)Cc2c(-c3cccc(C(F)(F)F)c3)ccnc2O1 (stereo not drawn)
[53] COC(=O)c1cc(-c2ccccc2)n(CC(=O)O)c1C

entry no.	41	42	43	44	45	46	47	48	49	50	51	52	53
KKLEB cytotox	-7	-2	8	12	-7	-2	6	-7	-1	7	16	-17	-2
NR2E3 ag-1	-5	-7	-46	4	17	1	-73	-10	-68	-14	-7	10	4
hiPSC survival	14	2.6	0.6	2.6	0.1	-0.3	0.4	2.0	1.4	-0.4	-0.3	0.4	1.1
Peg3 prom inh	-7	9	-99	-1	9	-12	-266	2	-125	15	-10	9	3
aDG glyco act	-0.1	0.0	-0.1	0.5	0.2	0.0	0.3	-0.4	0.2	-0.2	-0.2	0.1	0.0
Shn3 inh set2	-7	13	-24	-1	-21	8	-100	18	-36	12	15	-12	7
TWEAK-Fn14 inh	2	13	-27	9	12	-8	8	0	7	6	-5	6	0
NR2E3 ag-2	1	2	0	4	5	·	1	2	1	1	2	·	-1
HIF-2a block	-10	12	-65	5	-6	15	-288	15	-142	3	5	15	13
CF NFkB block	10	6	-4	13	10	9	-15	-2	-1	9	-13	17	9
MITF TRPM1 inh	4	3	-42	6	-2	1	-76	-6	-30	-6	15	·	-3

Bioassay records: PubChem BioAssay, several laboratories
